Fam108B inh – Fam108B inhibition, counter-screen for RBBP9 inhibitors; recombinant Fam108B, FP-Rh probe fluorescence polarization; 0.33% of 300,000 active; AID 1947; inhibition, % at 9.51 µM;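 active = inhibition above the screen mean inhibition plus 3 SD, computed separately per campaign, cut at about 18% in these data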;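 also: inhibitors lower polarization as less probe binds the enzyme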
MEX-5 binding – C. elegans MEX-5 TCR-2 RNA binding activity. Q9XUB2. MEX-5/FITC-TCR2 RNA binding, fluorescence polarization; hits give low values. activity score (negative = inhibition of binding), % at 10 µM. 0.38% of 300,000 active. AID 1832;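 active = inhibition past about -25% in most replicates, and total fluorescence under double the plate's negative control median, limit read from the data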;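 also: 0% = DMSO and -100% = 5 µM competing unlabeled TCR2 RNA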
MCL1-BIM inh – disrupts human MCL1 binding to BIM-BH3 peptide | Q07820 | GST-MCL1 / FITC-Bim-BH3 fluorescence polarization | inhibition, % at 10.9 µM | 0.68% of 320,000 active;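 active = inhibition above the mean inhibition of all tested compounds plus 3 SD, set per campaign, cut at about 40% in these data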;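 also: 0% = DMSO wells and 100% = unlabeled Bim-BH3 peptide control; higher means more loss of mP so more displacement of Bim peptide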
TPT1 inh – inhibitors of Candida albicans tRNA 2'-phosphotransferase TPT1; recombinant caTPT1, FP RNA substrate dephosphorylation; inhibition, % at 5 µM; 0.81% of 300,000 active; AID 1962;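 active = inhibition above the mean of all tested compounds plus 3 SD, set per screening campaign, cut at about 24% in these data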;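 also: plate controls were DMSO alone for no effect and ferristatin control at 100 nM for full effect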
PME-1 primary – blocks human protein phosphatase methylesterase 1; 0.53% of 320,000 active; inhibition, % at 5.9 µM; recombinant PME-1, FP-Rh probe fluorescence polarization;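 active = inhibition above the campaign mean of all compounds plus 3 SD, cut at about 26% in these data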;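 also: competitive labeling of PME-1 active site by serine hydrolase directed probe; 0% = PME-1 with DMSO and 100% = wells lacking PME-1 enzyme; inhibitors block probe labeling so polarization falls and inhibition rises; many of its hits are not listed in these tables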
Target sequence (Q9Y570 whole entry, looked up): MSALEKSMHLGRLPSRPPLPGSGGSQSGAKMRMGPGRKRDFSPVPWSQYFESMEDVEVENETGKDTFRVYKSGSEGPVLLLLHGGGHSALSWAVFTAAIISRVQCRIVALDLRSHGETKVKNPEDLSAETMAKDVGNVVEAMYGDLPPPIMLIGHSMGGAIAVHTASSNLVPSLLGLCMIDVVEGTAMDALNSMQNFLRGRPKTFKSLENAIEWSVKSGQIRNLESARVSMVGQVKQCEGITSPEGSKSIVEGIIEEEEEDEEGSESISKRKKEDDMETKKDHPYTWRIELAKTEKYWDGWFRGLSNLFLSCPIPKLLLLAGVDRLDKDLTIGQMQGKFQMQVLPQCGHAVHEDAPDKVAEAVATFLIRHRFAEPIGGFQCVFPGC
PAD4 inh – blocks human protein arginine deiminase 4; recombinant PAD4, RCA probe fluorescence polarization; 0.41% of 330,000 active; inhibition, % at 6.36 µM; Q9UM07; AID 485272;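 active = percent inhibition above a cutoff equal to the mean of all tested compounds plus 3 SD, cut at about 15% in these data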;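 also: 0% = PAD4 with RCA probe and DMSO and 100% = probe without PAD4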
Bcl-xL primary – inhibitors of human Bcl-xL; Q07817; GST-Bcl-xL / FITC-Bim BH3 peptide fluorescence polarization; inhibition, % at 10.9 µM; 0.7% of 320,000 active; AID 2129;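 active = inhibition above the mean of all tested compounds plus 3 SD, cutoff set per campaign, cut at about 30% in these data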;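 also: 0% = DMSO wells and 100% = unlabeled Bim-BH3 peptide competitor; inhibitors lower millipolarization by displacing the labeled peptide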
Target sequence (Q07817 whole entry, looked up): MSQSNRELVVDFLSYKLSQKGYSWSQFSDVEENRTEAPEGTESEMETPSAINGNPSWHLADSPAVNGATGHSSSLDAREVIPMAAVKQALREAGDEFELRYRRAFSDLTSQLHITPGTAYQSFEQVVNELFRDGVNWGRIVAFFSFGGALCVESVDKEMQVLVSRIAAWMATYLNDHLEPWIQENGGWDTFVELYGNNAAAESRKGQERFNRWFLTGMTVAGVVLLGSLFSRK
GSTO1 inh – counter-screen for RBBP9 inhibitors: inhibitors of human GSTO1. recombinant GSTO1, activity-based probe fluorescence polarization. P78417. 1.1% of 300,000 active. inhibition, % at 5.96 µM;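 active = inhibition above the campaign mean inhibition plus 3 SD, cut at about 35% in these data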;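 also: 0% = GSTO1-1 with DMSO and 100% = wells lacking GSTO1-1 enzyme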
Target sequence (P78417 whole entry, looked up): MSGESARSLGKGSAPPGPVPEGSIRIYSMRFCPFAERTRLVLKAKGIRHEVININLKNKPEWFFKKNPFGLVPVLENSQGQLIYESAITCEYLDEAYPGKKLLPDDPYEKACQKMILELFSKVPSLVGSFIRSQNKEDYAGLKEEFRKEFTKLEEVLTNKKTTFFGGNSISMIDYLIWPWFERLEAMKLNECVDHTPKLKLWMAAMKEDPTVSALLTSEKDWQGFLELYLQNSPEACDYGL
GLD-1 TGE inh – GLD-1-TGE RNA interaction inhibition (C. elegans); Q17339; purified GLD-1 + fluorescein TGE RNA, fluorescence polarization; inhibition, % at 5.96 µM; 0.44% of 320,000 active; AID 2280;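 active = percent inhibition above a per-plate cutoff, the plate mean of test compounds plus 3 SD, cut at about 30% in these data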;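 also: 0% = DMSO wells with GLD-1 and probe and 100% = wells lacking GLD-1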
Active calls of the source: *; / = not tested or not shown. These rows are one share of the data (hit frequency here may not be typical).

Order of results – MEX-5 binding	Bcl-xL primary	PME-1 primary	GLD-1 TGE inh	GSTO1 inh	TPT1 inh	Fam108B inh	PAD4 inh	MCL1-BIM inh
1) COc1ccc(N2CC(C(=O)Nc3cccc(S(=O)(=O)N4CCCC4)c3)CC2=O)c(OC)c1 (configuration not stated)
 : 0.9	3	3	-3	10	1	4	-5	0
2) CC(/C=N/NC(=O)c1nnn(-c2nonc2N)c1C)=C\c1ccccc1
 : -1.3	0	2	2	-3	-3	3	1	5
3) O=C(c1ccccc1Cl)N1CCN(S(=O)(=O)c2cccs2)CC1
 : -5.1	-2	0	0	-1	1	0	4	3
4) Cc1cc(C(=O)CN2c3cccc4cccc(c34)S2(=O)=O)c(C)n1C
 : /	4	8	10	/	/	/	-5	17
5) COc1cc(C(=O)Nc2nnc(C(C)(C)C)s2)c([N+](=O)[O-])cc1OC
 : -2.0	5	5	1	0	2	-4	0	6
6) Cn1c(=O)c2c(nc(CN3CCN(C(=O)c4ccco4)CC3)n2Cc2cccc(Cl)c2)n(C)c1=O
 : 0.4	2	5	-6	-1	-4	7	-5	-6
7) CC(C)(C)NC(=O)CN(Cc1cccs1)C(=O)C1COc2ccccc2O1 (configuration not stated)
 : -1.0	2	2	-1	-3	-1	1	-2	3
8) CN(C)Cc1c(C#N)c2ccccc2n1C
 : -2.6	1	4	4	-7	4	-1	-1	0
9) C=CCNc1nc(Nc2ccc([N+](=O)[O-])cc2)nc(OC)n1
 : -0.5	8	-3	0	2	1	-6	-4	7
10) O=C(Nc1ccnn1C1CCN(C2CCOCC2)CC1)c1cccc(F)c1
 : /	1	3	-4	5	1	4	-1	1
11) CS(=O)(=O)N1CCC(C(=O)NCCC2=CCCCC2)CC1
 : -0.3	2	3	5	0	2	3	-3	2
12) Oc1ccc(NC(=S)Nc2ccc(F)cc2)cc1
 : -0.4	9	-2	-3	11	-1	-1	2	16
13) CN1C(=O)c2cccc3c(Br)ccc(c23)C1=O
 : -4.4	22	3	14	1	-5	1	-2	23
14) CC(C)CCNC(=O)CN(Cc1ccco1)C(=O)CCC(=O)Nc1nccs1
 : 1.0	1	4	4	1	0	0	-2	0
15) O=C(COc1ccc(Br)cc1Cl)NC1CCN(Cc2ccccc2)CC1
 : -0.6	5	5	1	4	-4	-3	-2	-2
16) O=C(NCc1ccc(F)cc1)c1cc(S(=O)(=O)N2CCOCC2)ccc1F
 : -4.0	-4	0	-3	-3	-1	0	-1	0
17) Nc1nnc(SCC(=O)NC2CCCCCCC2)s1
 : 1.8	-2	-2	5	0	0	2	3	-7
18) COc1ccc(CNC(=O)C(=O)NCC2OCCN2S(=O)(=O)c2ccc(C)cc2)cc1 (configuration not stated)
 : -1.1	2	0	6	5	-3	-8	-1	8
19) O=C(Nc1ccc(S(=O)(=O)N2CCCC2)cc1)c1ccc2c(=O)n3c(nc2c1)CCCCC3
 : 3.6	-3	6	4	-3	1	-2	-1	-10
20) CCOc1cc(CNCc2ccc(C(=O)O)cc2)ccc1OC
 : -0.6	3	1	-2	8	-2	1	-4	-2
21) NCCCC[C@H]1CNC(=S)N1CCc1cccc(F)c1
 : 0.2	6	4	5	3	-4	-1	-4	8
22) COc1cc(NC(=O)c2ccc(-c3cccc([N+](=O)[O-])c3)o2)ccc1NC(=O)C(C)C
 : -4.8	2	-19	-6	-12	-3	-2	-2	1
23) COC(=O)c1ccccc1Oc1ccc(NC(=O)c2ccco2)cc1
 : -1.0	3	9	2	-9	0	-3	-2	-1
24) CCOc1ccccc1-c1nc(-c2ccc(NC(=O)Cc3ccc(OC)cc3)cc2)no1
 : -1.0	-18	-20	-3	-17	1	-21	-6	-17
25) O=C(Nc1cccn2ncnc12)C(Cl)Cl
 : -3.2	-5	-1	4	6	-1	-6	-4	-17
26) COCCNC(=O)Nc1ccc(F)cc1
 : -0.8	8	3	-6	8	1	-6	-1	20
27) COc1ccc(Cl)cc1NC(=O)NCc1ccco1
 : -0.4	2	-2	5	-2	-2	-1	-5	22
28) O=C(CCN1C(=O)c2ccccc2C1=O)NNC(=O)c1ccc(Cl)cc1Cl
 : -0.3	-4	-8	-3	1	4	-1	0	-1
29) COc1ccc(SCCN2CC[C@@H](C)CCC2=O)cc1
 : /	2	0	-5	/	/	/	-4	9
30) CCCn1c(=O)c2ccccc2n2c(SCC(=O)N3CCc4ccccc4C3)nnc12
 : 3.5	5	-4	0	2	-5	-1	-1	6
31) c1ccc(-n2cnnc2SCc2cn3ccsc3n2)cc1
 : 0.6	7	-2	-4	1	2	-2	-2	7
32) Cc1cc(C(=O)N/N=C/c2cn[nH]c2-c2ccccc2)cs1
 : 2.3	0	-3	0	0	-2	0	1	4
33) COC(=O)C[C@H]1c2cc(C(F)(F)F)ccc2S(=O)(=O)N1c1ccc(N(C)C)cc1
 : 0.4	8	-2	4	2	-1	2	-4	14
34) CC1=CCC2C(=O)N(c3cccc(C(=O)NC(C)c4ccccc4)c3)C(=O)C2C1 (configuration not stated)
 : 2.4	3	-5	-7	9	-1	1	-3	2
35) COc1ccccc1CNC(=O)C/C(C)=N/NC(=O)Cc1ccc(Cl)cc1
 : -0.7	0	-1	6	0	1	4	-4	2
36) COc1ccc2c(c1)CCCN2C(N)=O
 : 1.1	2	4	-2	1	4	0	-6	4
37) CCOC(=O)C1=C(O)C(=O)N(Cc2cccnc2)C1c1ccc(C)cc1 (configuration not stated)
 : 4.1	-1	-3	-3	1	-4	1	-2	2
38) COc1ccc(CCC(=O)NC2=NCCS2)cc1OC
 : 1.4	0	-10	6	4	-3	-1	-1	-5
39) Cc1ccc(C)c(N2CC(O)(c3cccs3)[N+]3=C2CCCC3)c1 (configuration not stated)
 : -1.3	-1	-8	5	2	4	4	-1	-3
40) CC(=O)C1=C(C)Nc2ncnn2C1c1ccccc1OCc1ccccc1 (configuration not stated)
 : 0.1	3	-1	2	8	3	4	1	5

4 compounds from above with just Fam108B inh:
#	compound	Fam108B inh
32	Cc1cc(C(=O)N/N=C/c2cn[nH]c2-c2ccccc2)cs1	0
39	Cc1ccc(C)c(N2CC(O)(c3cccs3)[N+]3=C2CCCC3)c1 (configuration not stated)	4
25	O=C(Nc1cccn2ncnc12)C(Cl)Cl	-6
40	CC(=O)C1=C(C)Nc2ncnn2C1c1ccccc1OCc1ccccc1 (configuration not stated)	4

Carrying on:
Order of results – MEX-5 binding	Bcl-xL primary	PME-1 primary	GLD-1 TGE inh	GSTO1 inh	TPT1 inh	Fam108B inh	PAD4 inh	MCL1-BIM inh
41) COc1ccc(C)cc1NC(=O)CCCN1C(=O)CCC1=O
 : 0.9	3	5	9	2	0	1	-2	2
42) CC1CN(S(=O)(=O)c2csc(C(=O)Nc3ccccc3)c2)CC(C)O1 (configuration not stated)
 : -1.3	3	1	-5	1	-3	3	5	3
43) CC(NC(=O)CN(C)CC(=O)Nc1ccc(Cl)c(C(F)(F)F)c1)c1ccccc1 (configuration not stated)
 : 2.3	3	5	2	7	-2	-3	2	3
44) O=C(c1ccc(-n2cccn2)cc1)N1CCc2ccccc2C1
 : -0.1	4	-1	-8	0	-4	-1	2	5
45) Cc1ccc(S(=O)(=O)NC(C)(C)CSc2ccccn2)cc1
 : 3.4	4	6	0	13	-1	3	-1	-1
46) COC(=O)c1c(-c2ccccc2OC)sc2ccccc12
 : /	4	1	-3	/	/	/	-1	0
47) Cc1ccn(C(C)CC(=O)Nc2ccc(-c3ccno3)cc2)n1 (configuration not stated)
 : -0.8	3	-5	1	1	1	0	0	-1
48) Cc1cc(C)cc(N(C(=O)c2csnn2)C(C(=O)NC(C)(C)C)c2ccncc2)c1 (configuration not stated)
 : 1.8	2	11	7	-3	0	2	0	2
49) COc1ccccc1S(=O)(=O)Cc1ccc(C(=O)NCCN2CCCCCC2)o1
 : 0.5	1	-1	-3	1	0	1	0	-2
50) O=C(O)c1ccc(/C=N/Nc2nc3ccccc3[nH]2)cc1
 : /	4	-5	-12	-9	0	2	-6	4
51) CCCS(=O)(=O)c1ccc(COC(=O)Cc2ccc([N+](=O)[O-])cc2)cc1
 : 2.8	-3	1	6	3	2	1	0	-4
52) CCN1CCN(Cc2ccc(NC(=O)Nc3ccccc3OC)cc2)CC1
 : -0.8	3	5	4	2	-4	2	-4	6
53) O=C(CNc1ccc2ccccc2c1)N/N=C/c1cc2ccccc2nc1Cl
 : -4.8	6	52*	5	-21	8	37*	-10	5
54) C/C(CC(=O)Nc1ccc(Cl)c(C(F)(F)F)c1)=N\NC(=O)c1cc2ccccc2cc1O
 : -0.6	-5	24	-8	-6	1	13	-6	-2
55) COc1ccc(/C(C)=N/N=C2/NC(=O)CC(C(=O)O)S2)cc1F (configuration not stated)
 : -6.3	-2	3	1	-5	1	-1	-4	-3
56) Cc1ccccc1NC(=S)N1CCCC1
 : 0.7	5	1	1	-1	-1	2	4	8
57) O=C(NC1=NCCS1)c1nc(-c2ccccc2)n(-c2ccccc2)n1
 : 1.7	-2	4	-6	-1	-3	9	-4	0
58) O=C1C(=O)N(Cc2ccco2)C(c2cccs2)/C1=C(\O)c1cccc([N+](=O)[O-])c1 (configuration not stated)
 : 0.3	2	3	2	-11	0	-2	-4	-3
59) CCN(CC)C(=O)Cn1c(=O)n(-c2ccccc2)c(=O)n1CC(=O)N(CC)CC
 : 0.0	8	2	8	1	-1	-1	-3	5
60) O=S(=O)(c1cccc(-c2cn3cc(Cl)ccc3n2)c1)N1CCOCC1
 : -0.6	0	1	1	-5	-2	-2	-3	-3

2 consecutive compounds out of the list so far, for reference:
Order of results – MEX-5 binding	Bcl-xL primary	PME-1 primary	GLD-1 TGE inh	GSTO1 inh	TPT1 inh	Fam108B inh	PAD4 inh	MCL1-BIM inh
1) COc1ccc(N2CC(C(=O)Nc3cccc(S(=O)(=O)N4CCCC4)c3)CC2=O)c(OC)c1 (configuration not stated)
 : 0.9	3	3	-3	10	1	4	-5	0
2) CC(/C=N/NC(=O)c1nnn(-c2nonc2N)c1C)=C\c1ccccc1
 : -1.3	0	2	2	-3	-3	3	1	5

More records.
Order of results – MEX-5 binding	Bcl-xL primary	PME-1 primary	GLD-1 TGE inh	GSTO1 inh	TPT1 inh	Fam108B inh	PAD4 inh	MCL1-BIM inh
61) O=C(CN(C1CCCCC1)S(=O)(=O)c1ccccc1)NCc1ccco1
 : 2.6	6	2	0	4	0	-1	-2	0
62) COc1ccc(CN(C)CC(=O)N2CCc3ccccc3C2)cc1
 : 1.6	0	-1	8	3	-2	2	0	3
63) O=C(COC(=O)c1ccc2ccccc2n1)Nc1cccc(S(=O)(=O)NC2=NCCCCC2)c1
 : 8.4	12	-6	-29	3	6	3	-4	10
64) COc1ccccc1OCCC(=O)OCC(=O)Nc1cc(S(=O)(=O)N(C)C)ccc1Cl
 : 1.2	-1	-1	1	-12	2	1	-4	2

By substructure, those above with an aryl thioether with sulfur outside any ring (5)
Order of results – MEX-5 binding	Bcl-xL primary	PME-1 primary	GLD-1 TGE inh	GSTO1 inh	TPT1 inh	Fam108B inh	PAD4 inh	MCL1-BIM inh
17) Nc1nnc(SCC(=O)NC2CCCCCCC2)s1
 : 1.8	-2	-2	5	0	0	2	3	-7
29) COc1ccc(SCCN2CC[C@@H](C)CCC2=O)cc1
 : /	2	0	-5	/	/	/	-4	9
30) CCCn1c(=O)c2ccccc2n2c(SCC(=O)N3CCc4ccccc4C3)nnc12
 : 3.5	5	-4	0	2	-5	-1	-1	6
31) c1ccc(-n2cnnc2SCc2cn3ccsc3n2)cc1
 : 0.6	7	-2	-4	1	2	-2	-2	7
45) Cc1ccc(S(=O)(=O)NC(C)(C)CSc2ccccn2)cc1
 : 3.4	4	6	0	13	-1	3	-1	-1

Screens from PubChem.
